BCR signal inh – inhibitors of chronic active B-cell receptor signaling; 340,000 compounds, 0.05% hits; ABC-DLBCL IkBa-CBG/CBR reporter, luminescence ratio, 4 h; Potency, µM (doses to about 46.1 µM), without a hit: at the top dose ratio change, negative = lower green/red ratio, most hits filed as inhibitors; AID 493014; active = well fitted inhibition curve with a large enough effect in the signal ratio, with a control signal flat, not every such curve was filed as active; inconclusive = small, poorly fitted or top-dose-only effect, or effect the other way, or a change in a side signal; the % refers to the signal ratio;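 note: potency is the fitted concentration of half-maximal effect; plate controls were basal doxycycline-induced cells for no effect and cells given 10 µM MG132 for full effect; MG132 reads +100%, hits lower the ratio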
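Doxycycline induced both beetle luciferases in TMD8 lymphoma cells; IKK-driven degradation limits the IkappaBalpha-fused green signal, while red luminescence normalises for cell number and nonspecific effects. Compounds tested up to 46 uM, 4 hrs.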
S-ASM inh – inhibitors of human secretory acid sphingomyelinase | P17405 | placental ASM, HMU-PC fluorogenic substrate, 60 min | Potency, µM (doses to about 57.5 µM), without a hit: at the highest dose activity change, negative = inhibition, usual class: inhibitors | 340,000 compounds, 0.006% hits; note: potency is the fitted concentration of half-maximal effect
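Fluorogenic HMU-PC substrate (9 uM final) is turned over by placental ASM in 60 min at 37 C after a 10 min compound preincubation. Reaction ended by alkaline stop (pH 10), with fluorescence read at 386/447 nm.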
PKM2 act – increases activity of human pyruvate kinase M2; P14618; purified PKM2, Kinase-Glo ATP luminescence, activation; response scale: 0% is enzyme alone, no compound; Potency, µM (highest dose often 57.5 µM), for inactives: at the highest dose activation, usual class: activators; 260,000 compounds, 0.34% hits; AID 1631; note: potency is the fitted concentration of half-maximal effect; % is set by controls: 0 for no effect and ±100 for the full control effect; nearly all actives have a fitted effect of over 55% in size
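ATP formation by purified human PK-M2, quantified via coupled luciferase luminescence after 1 h at room temperature with 0.1 mM ADP and 0.5 mM PEP final.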
GALK inh – blocks human galactokinase activity; Potency, µM (doses to about 57.5 µM), for the others: top-dose activity change, negative = inhibition, hits mostly inhibitors; Purified GALK, Kinase-Glo residual ATP luminescence; 270,000 compounds, 0.007% hits; AID 1868; P51570; note: potency is the fitted concentration of half-maximal effect; % is set by controls: 0 for no effect and ±100 for the full control effect
Target sequence (P51570 whole entry, looked up): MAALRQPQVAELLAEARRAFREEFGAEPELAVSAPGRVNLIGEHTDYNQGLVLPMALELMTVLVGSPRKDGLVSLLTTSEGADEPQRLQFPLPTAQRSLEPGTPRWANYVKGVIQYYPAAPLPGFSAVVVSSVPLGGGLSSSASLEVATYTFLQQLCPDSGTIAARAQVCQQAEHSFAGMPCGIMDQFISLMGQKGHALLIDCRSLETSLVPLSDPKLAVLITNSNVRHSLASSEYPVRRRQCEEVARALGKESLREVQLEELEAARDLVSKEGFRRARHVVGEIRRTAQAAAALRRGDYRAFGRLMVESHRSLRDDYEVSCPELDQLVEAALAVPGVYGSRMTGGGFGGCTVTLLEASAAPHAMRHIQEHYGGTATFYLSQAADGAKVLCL
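GALK at 5 nM final was combined with compound, 35 uM ATP and 100 uM galactose in HEPES pH8.0 with MgCl2 and DTT. The reaction ran one hour at room temperature before luminescent ATP detection.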
TSHR antagonist – antagonists of human thyroid stimulating hormone receptor; 330,000 compounds, 0.2% hits; TSHR-expressing cells, TSH-stimulated cAMP HTRF, 2 h; hits give low values; P16473; activity change, negative = inhibition, % at 11.5 µM;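 active = activity change below a set negative limit, meaning inhibition stronger than a set level, cut at about -70% in these data; inconclusive = activity change between two set negative limits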; note: % is set by controls: 0 for no effect and ±100 for the full control effect
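Freshly harvested TSHR cells receive pin-tooled compound, then EC80 TSH at 4nM final. After 2 hours at 37 deg C, antibody in lysis buffer and cAMP-d2 are added; 30 minutes at ambient temperature precede the HTRF read.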
USP2a inh – USP2a (human) protease inhibition; O75604; Potency, µM (doses to about 38.3 µM), for inactives: top-dose activity change, negative = inhibition, most hits filed as inhibitors; 330,000 compounds, 0.01% hits; USP2 core, Ub-CHOP2 coupled fluorogenic reporter, 485/531;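 note: potency is the fitted concentration of half-maximal effect; plate controls were DMSO wells for no effect and full inhibition by NEM control for full effect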
Target sequence (O75604 whole entry, looked up): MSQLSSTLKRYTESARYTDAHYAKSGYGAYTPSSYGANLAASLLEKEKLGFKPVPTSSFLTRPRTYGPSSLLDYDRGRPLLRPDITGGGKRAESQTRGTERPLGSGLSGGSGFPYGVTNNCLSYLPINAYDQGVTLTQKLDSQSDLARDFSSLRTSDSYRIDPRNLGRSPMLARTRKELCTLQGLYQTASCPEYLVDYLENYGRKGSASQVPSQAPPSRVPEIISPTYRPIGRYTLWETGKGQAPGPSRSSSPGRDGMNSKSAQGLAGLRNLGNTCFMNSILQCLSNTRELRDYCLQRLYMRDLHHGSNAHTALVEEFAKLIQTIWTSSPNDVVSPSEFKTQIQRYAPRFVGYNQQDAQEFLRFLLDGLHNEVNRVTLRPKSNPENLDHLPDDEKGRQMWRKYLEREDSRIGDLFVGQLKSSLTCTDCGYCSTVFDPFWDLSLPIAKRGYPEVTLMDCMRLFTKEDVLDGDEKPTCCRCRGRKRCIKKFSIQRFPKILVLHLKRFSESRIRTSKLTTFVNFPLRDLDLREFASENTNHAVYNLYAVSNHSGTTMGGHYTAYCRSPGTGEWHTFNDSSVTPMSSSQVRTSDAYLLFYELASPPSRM
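Deubiquitinase activity read as fluorescence (485/531 nm) after Ub-CHOP2 cleavage activates the enterokinase reporter on its substrate; USP2 core 10nM, Ub-CHOP2 and substrate 25nM each, 30min compound preincubation then 60min RT; data normalized to NEM, curves fitted.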
Mito fusion act – inhibitors of mitochondrial division or activators of mitochondrial fusion; S. cerevisiae fusion-defective mutant growth rescue, CellTiterGlo 48 h; Potency, µM (titrated, usually from 46.1 µM), without a hit: top-dose growth rescue (activation), hits mostly activators; 320,000 compounds, 0.23% hits; AID 485298;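 note: potency is the fitted concentration of half-maximal effect; % of control where 0% means no effect; nearly all actives have a fitted effect of over 45% in size; temperature-sensitive fusion mutants such as fzo1-1 at 37 °C on non-fermentable ethanol glycerol medium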
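Yeast fusion mutant, YPEG (non-fermentable carbon), compound, 48 h at 37C non-permissive; CellTiterGlo added, 10 min RT, luminescence read. Rescued growth = division inhibition.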
KCNH2 WT inh – blocks the wildtype human KCNH2 potassium channel; 340,000 compounds, 0.37% hits; AID 720551; U2OS, BacMam KCNH2, thallium flux FluxOr; hits give low values; activity change, % at 1.84 µM;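 active = maximum activity change below -70%; inconclusive = maximum activity change between -70% and -50%; inactive = maximum activity change above -50%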; note: % is set by controls: 0 for no effect and ±100 for the full control effect
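U2OS cells transduced with wild-type KCNH2 virus are loaded with FluxOr dye for 45 min, and thallium flux is measured in kinetic reads before and after stimulation buffer. Rate constants are normalized to DMSO controls.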
Menin-MLL TR inh – displaces Texas Red mutant MLL peptide from human menin. O00255. AID 1768. Menin + Texas Red MLL mutant peptide, fluorescence polarization. 270,000 compounds, 0.23% hits. Potency, µM (highest dose often 61.6 µM), inactives show at the highest dose FP activity change, negative = inhibition, usual class: inhibitors; active = well fitted inhibition curve with a large enough effect in the polarisation, with a control signal flat, not every such curve was filed as active; inconclusive = small, poorly fitted or top-dose-only effect, or effect the other way, or a change in a side signal; inactive = no such curve, though single readings can be large or run the other way; the % refers to the polarisation; note: potency is the fitted concentration of half-maximal effect; % of control where 0% means no effect; many of its hits are not listed in these tables
Eya2 phos inh – Eya2 (human) phosphatase inhibition | recombinant Eya2, OMFP fluorescence dephosphorylation (OMFP is methylfluorescein phosphate) | AID 488837 | O00167 | 330,000 compounds, 0.006% hits | Potency, µM (doses to about 76.9 µM), for the others: top-dose activity, negative = inhibition, actives largely listed as inhibitors; note: potency is the fitted concentration of half-maximal effect; % is set by controls: 0 for no effect and ±100 for the full control effect
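Eya2 (0.2 uM) preincubated 10 min at ambient with compound, then OMFP substrate added at 50 uM; 10 min reaction in 50 mM HEPES pH 7.5, 50 mM NaCl, 5 uM MgCl2, 0.05% BSA, 1 mM DTT. Fluorescence read at Ex 485/Em 525 nm.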
MBNL1 CUG block – inhibitors of human MBNL1 binding to CUG repeat RNA; Q9NR56; TR-FRET MBNL1-His/biotin-(CUG)12 binding, 665/545 ratio; Potency, µM (series often up to 57.5 µM), for the others: at the top dose activity change, negative = inhibition, hits mostly inhibitors; 280,000 compounds, 0.036% hits; active = well fitted inhibition curve with a large enough effect in the signal ratio, with a control signal flat, not every such curve was filed as active; inconclusive = small, poorly fitted or top-dose-only effect, or effect the other way, or a change in a side signal; inactive = no such curve, though single readings can be large or run the other way; the % refers to the signal ratio; note: potency is the fitted concentration of half-maximal effect; % is set by controls: 0 for no effect and ±100 for the full control effect
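TR-FRET between His-tagged MBNL1 and biotin-(CUG)12 RNA, detected with Tb anti-His antibody (0.055 ng/ul) and streptavidin-XL665 (5 nM), 60 min at room temperature. Compounds titrated 92 nM to 58 uM; 665/545 nm ratio normalized to buffer and complex controls.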
Active calls of the source: *; ? = inconclusive; nt = not tested or not shown; [ ] = dose if it differs, or a comment. Unless noted, calls come from the whole dose curve; as a rule, active = well fitted curve in the direction sought with a large enough effect; inconclusive = small, poorly fitted or top-dose-only effect, or another doubt; inactive = no such curve, though single readings can be large; an effect the other way counts as inactive or inconclusive. Not all compounds are listed; count on the stated rates, not on these rows.

Structure,Eya2 phos inh,KCNH2 WT inh,TSHR antagonist,S-ASM inh,GALK inh,Mito fusion act,USP2a inh,Menin-MLL TR inh,BCR signal inh,MBNL1 CUG block,PKM2 act
O=S1(=O)CCN(OCc2ccc(Cl)cc2)CC1,5%,-6,7,-1%,-1%,-1%,13%,4%,7%,-5%,2%
COc1cccc(C(C(=O)NCC2CCCO2)N(C(=O)Cn2nnc3ccccc32)c2ccc(NC(C)=O)cc2)c1 (stereo not drawn),-8%,-4,-9,4%,0%,-3%,1%,0%,?,0%,nt
COc1ccccc1NC(=O)CC1Nc2ccccc2NC1=O (stereo not drawn),16%,2,20,24%,2%,16%,-9%,?,?,14%,-14%
CC1Oc2ccccc2N(CC(=O)Nc2ccc3c(c2)OCO3)C1=O (stereo not drawn),-5%,-15,7,2%,7%,-1%,1%,3%,2%,-6%,0%
COc1ccc(CCNC(=O)COC(=O)Cc2cccc3ccccc23)cc1,3%,-2,-15,1%,3%,9%,0%,2%,-12%,-1%,4%
CCOC(=O)CSCc1c(C#N)c2ccccc2n1C,2%,-6,-16,-2%,-2%,0%,-2%,0%,1%,7%,-1%
O=C(COc1ccccc1)N1CCCCCCC1,-15%,11,-17,2%,0%,-2%,-2%,3%,2%,1%,0%
CC1CC(C)CN(C(=O)CN2C(=O)NC3(CCCCCCC3)C2=O)C1 (stereo not drawn),-8%,1,1,9%,nt,4%,2%,nt,5%,nt,nt
CC(C)CNc1nnnc2c1sc1nc(N3CCOCC3)c3c(c12)CC(C)(C)SC3,10%,4,-1,?,-2%,4%,-2%,-16%,12%,-8%,3%
C=CCc1cccc2cc(C(=O)OCC(=O)c3ccccc3)c(=O)oc12,-4%,-6,10,5%,-5%,3%,0%,nt,0%,-6%,4%
O=C(CN1CCOCC1)Nc1ccccc1-c1ccccc1,16%,-7,-7,2%,2%,0%,4%,-14%,0%,18%,-3%
CC(C(=O)OCC(=O)Nc1ccc(S(N)(=O)=O)cc1)N1C(=O)c2ccccc2C1=O (stereo not drawn),0%,57,-7,0%,nt,nt,2%,nt,-4%,nt,nt
O=C(COC(=O)C1CC1)Nc1ncc(C(F)(F)F)cc1Cl,-28%,0,1,3%,1%,-3%,0%,0%,5%,2%,-4%
C=C(C)c1cccc(C(C)(C)NC(=O)N(Cc2ccccc2)Cc2ccco2)c1,0%,-4,-41,0%,0%,0%,0%,?,?,-7%,-6%
COc1cccc(-n2c(N)cc(=O)nc2SCC(=O)N2CCN(c3ccccc3)CC2)c1,2%,-8,9,0%,-4%,0%,1%,nt,1%,-4%,7%
O=C(NCCCNC(=O)c1cnccn1)c1cccc(Cl)c1,-2%,6,8,1%,-1%,1%,0%,-7%,6%,5%,0%
Cc1nc([N+](=O)[O-])c(Br)n1CC(=O)c1ccc(Br)cc1,14%,-14,8,-3%,-1%,-3%,5%,9%,?,?,7%
COc1ccc(C(=O)N(CN2CCCC2=O)c2cc(C)on2)cc1OC,1%,-7,40,5%,0%,1%,1%,12%,6%,4%,-4%
O=C(NC1CCCCC1)C(c1ccncc1)N(C(=O)Cn1nnc(-c2cccs2)n1)C1CCCC1 (stereo not drawn),4%,-3,-5,0%,1%,0%,1%,2%,-9%,8%,12%
C[C@@H]1CN([C@H](C)CO)C(=O)c2cccc(NS(=O)(=O)c3ccccc3)c2O[C@H]1CN(C)C,-3%,-3,1,0%,nt,nt,0%,nt,0%,nt,nt
CS(=O)(=O)c1ccc(NCCc2ccc(S(N)(=O)=O)cc2)c([N+](=O)[O-])c1,0%,4,41,-2%,0%,1%,1%,-20%,?,?,?
Cc1ccc(C)c(S(=O)(=O)Nc2ccc3oc(C)c(C(=O)O)c3c2)c1,13%,-7,-12,-1%,16%,0%,4%,?,-8%,-5%,9%
Cc1ccc(NC(=O)CSc2nnc(-c3cnccn3)n2Cc2ccco2)cc1,4%,-1,11,-1%,-2%,3%,2%,?,?,0%,16%
O=C1OC(c2ccccc2)c2ccccc21 (stereo not drawn),9%,0,17,3%,nt,nt,-3%,0%,-7%,-8%[11.5 µM],-7%
O=C(OCCCOc1ccc(F)cc1)c1ccc(O)cc1O,-4%,3,-14,-4%,2%,2%,2%,nt,-2%,-9%,0%
Oc1ccccc1Cn1nnc2ccccc21,-3%,-3,11,0%,-2%,1%,-1%,-2%,0%,0%,0%
CCOC(=O)c1c(NC(C)=O)sc2c(OC(C)=O)cccc12,-14%,-4,-13,2%,2%,5%,-2%,nt,-11%,3%,2%
Cc1cc2nc(C)c(=O)n(C)c2cc1C,1%,-4,3,67%[activator],2%,5%,6%,9%,3%,28%,7%
O=C(NCCCCCCNC(=O)c1ccc(Br)s1)c1ccc(Br)s1,-22%,-21,-15,3%,0%,-4%,1%,-7%,?,17%,0%
OCC[C@H]1C[C@@H](O)[C@H](O)[C@]2(CCc3ccccc3CO2)O1,12%,4,-3,6%,nt,-7%,0%,nt,-1%,nt,nt
O=C(CCNC(=O)c1ccccc1)NC1CCCc2ccccc21 (stereo not drawn),29%,2,14,0%,nt,-4%,2%,nt,3%,nt,nt
O=C(CCCN1C(=O)c2cccc3cccc(c23)C1=O)NC1CCS(=O)(=O)C1 (stereo not drawn),3%,-16,-3,1%,1%,-11%,-1%,-17%,?,2%,1%
COc1ccc(CCNC(=O)COC(=O)c2cc(OC)c(OC)cc2OC)cc1OC,14%,3,-4,0%,-3%,1%,12%,-5%,?,nt,-1%
Cc1ccc(-c2csc(NC(=O)CN3CCOCC3)n2)cc1C,-18%,3,8,-5%,-2%,-2%,3%,4%,-1%,-2%,-1%
C[C@H](CO)N1C[C@H](C)[C@@H](CN(C)S(C)(=O)=O)Oc2ccc(NS(=O)(=O)c3cn(C)cn3)cc2C1=O,-5%,8,8,4%,nt,nt,1%,nt,8%,nt,nt
CC(=O)c1cnn(-c2c(Cl)cc(Cl)cc2Cl)c1C,-2%,-9,14,3%,-2%,1%,0%,nt,0%,-1%,0%
O=C(c1cc(-c2cccc(Cl)c2)on1)N1CCc2ccccc2C1,-17%,-1,13,-4%,-1%,-7%,-3%,?,?,-4%,6%
CC(=O)Nc1ccc(-c2csc(NNC(=O)c3ccc(C)cc3)n2)cc1,9%,-12,10,-1%,0%,-3%,3%,-15%,-3%,11%,7%
COc1ccc(CNC(=O)C[C@H]2C[C@H](C(=O)N3CCOCC3)[C@@]3(C)c4[nH]c5ccc(Cl)cc5c4CCN3C2=O)cc1OC,10%,6,-2,-1%,nt,nt,2%,nt,-1%,nt,nt
COC(=O)C1=C(C)NC(=S)N(C(C)=O)C1c1ccccc1 (stereo not drawn),3%,-4,9,1%,1%,-1%,1%,4%,?,-22%,4%
O=C(NCc1ccncc1)C(=O)NCC(c1ccco1)N1CCN(c2ccccc2F)CC1 (stereo not drawn),-13%,0,1,0%,2%,-1%,2%,-7%,-2%,nt,4%
Cc1ccc(C(CC(=O)N2CCCCC2)c2ccccc2)c(O)c1C (stereo not drawn),0%,4,-3,-4%,1%,7%,5%,-20%,2%,3%,nt

Screening results deposited in PubChem by National Center for Advancing Translational Sciences (NCATS).
